C-LANA FP: inhibitors of KSHV LANA C-terminal domain DNA binding. MBP-C-LANA/FAM-LBS DNA binding, fluorescence polarization. actives 0.078% (n = 340,000). inhibition, % at 9 µM;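 active = highest replicate inhibition at or above 60% at 9 µM, even if other replicates fall short; inactive = all replicates below 60% inhibition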;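 also: 0% = neutral control wells and 100% = 4 µM acridine orange control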
Wnt act: Wnt/beta-catenin pathway activation; Wnt/beta-catenin reporter cell assay, activator, plate reader; activation, % at 9.35 µM; actives 1.2% (n = 300,000); AID 743398; in the data active = activation above about 30%, passing the limit was not always enough;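 also: 0% = neutral control wells and 100% = positive control wells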
Keap1-Nrf2 PPI: Keap1-Nrf2 (human) interaction inhibition | Q14145 | Keap1 Kelch-Nrf2 peptide fluorescence polarization, 1536-well | inhibition, % at 9.4 µM | actives 0.15% (n = 340,000) | AID 504523; in the data active = inhibition above about 12%;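 also: human Keap1 Kelch domain with fluorescein labeled Nrf2 9mer peptide probe; 0% = neutral control wells and 100% = peptide positive control; higher means more block of Keap1 binding to Nrf2 peptide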
Target sequence (Q14145 whole entry, looked up, the tested form may be a part): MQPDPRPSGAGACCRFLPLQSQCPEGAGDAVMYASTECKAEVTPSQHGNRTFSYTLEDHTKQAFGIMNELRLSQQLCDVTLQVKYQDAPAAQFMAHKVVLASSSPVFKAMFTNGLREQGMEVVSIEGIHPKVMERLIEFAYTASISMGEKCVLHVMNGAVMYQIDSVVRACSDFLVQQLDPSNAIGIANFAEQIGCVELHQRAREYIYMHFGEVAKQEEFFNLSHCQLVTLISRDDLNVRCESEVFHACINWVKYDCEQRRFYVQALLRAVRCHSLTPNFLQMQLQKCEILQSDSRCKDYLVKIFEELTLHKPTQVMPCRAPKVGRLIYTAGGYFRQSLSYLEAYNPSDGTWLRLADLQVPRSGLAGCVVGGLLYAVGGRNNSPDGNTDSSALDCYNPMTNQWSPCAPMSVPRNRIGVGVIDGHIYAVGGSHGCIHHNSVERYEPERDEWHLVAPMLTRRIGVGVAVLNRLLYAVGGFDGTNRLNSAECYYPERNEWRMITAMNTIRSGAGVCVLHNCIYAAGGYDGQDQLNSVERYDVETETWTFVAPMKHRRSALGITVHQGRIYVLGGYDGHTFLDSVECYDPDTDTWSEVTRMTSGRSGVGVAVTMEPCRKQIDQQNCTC
Arr AP2 block: human beta-arrestin and AP2 interaction inhibition; FITC-arrestin peptide / GST-AP2 beads, flow cytometry; AP2 beta2 appendage carries R879A mutation; inhibition, % at 10 µM; actives 0.31% (n = 340,000); AID 504490;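 active = inhibition above a set limit, near 3 SD of compounds lacking own fluorescence, cut at about 54% in these data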;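 also: plate controls were DMSO wells for no effect and 5 µM unlabelled arrestin peptide for full effect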
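Assay system: GST-AP2 R879A bound to glutathione beads, E. coli-expressed; Medium: PBS with 0.05% Tween 20 and 0.1% BSA; Also added: fluorescein-tagged arrestin peptide at 50 nM final; Timing: 12 min plus 1 h, RT; Measured by: flow cytometry, FL1 (488/535 nm); Evaluation: percent drop in bead-associated FITC signal.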
MOR-DOR inv ag: inverse agonists of human mu-delta opioid receptor heterodimerization | actives 0.21% (n = 340,000) | P35372+P41143 | cell-based MOR-DOR heterodimer luminescence, inverse agonism | inhibition, % at 9.3 µM; in the data active = inhibition above about 22%, passing the limit was not always enough;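 also: 0% = cells with DMSO and 100% = wells without cells with DMSO; values of inactives mirror those of a sister screen read the other way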
V-ATPase pHluor: alters yeast V-ATPase proton transport; actives 0.37% (n = 350,000); response, % at 10 µM; AID 504577; S. cerevisiae, pHLuorin cytosolic pH fluorescence; in the data active = response mostly above about 7.3%, no sharp cut-off; inactive = mostly below about 5.4%; also: actives read high; inactives centre near 0; some compounds called inactive have numbers as strong as hits; reference of the scale not given here
Cardiac RTF inh: cardiac RTF calcium desensitization. P19429+P45379. AID 493244. actives 0.12% (n = 340,000). IANBD-labeled cardiac RTF, Ca2+ fluorescence. inhibition, % at 7.15 µM;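 active = inhibition above the mean inhibition of all tested compounds plus 3 SD, cut at about 17% in these data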;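 also: assay run at fixed EC70 calcium of 1.6 mM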
RTF Ca sens act: cardiac RTF calcium sensitization; IANBD-labeled TnC RTF fluorescence at EC20 calcium; 0% EC20 calcium, 100% full calcium; activation, % at 7.2 µM; actives 0.24% (n = 340,000); AID 493008;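 active = activation above the mean over all tested compounds plus 3 SD, cut at about 30% in these data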;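 also: rise in fluorescence read as greater calcium sensitivity of cardiac thin filaments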
MOR-DOR ag: agonists of human mu-delta opioid receptor heterodimerization; cells, OPRM1-OPRD1 heterodimerization, luminescence; activation, % at 9.3 µM; actives 0.3% (n = 340,000); AID 504326; in the data active = activation above about 18%;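 also: 0% = vehicle-treated cells and 100% = reference agonist; values of inactives mirror those of a sister screen read the other way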
Pemphigus Ab inh: blocks pemphigus antibody binding to human desmoglein-3; DSG3-coupled beads, scFv-anti-DSG3-GFP binding, flow cytometry; stronger effect = lower value; P32926; AID 588358; actives 0.48% (n = 310,000); binding (percent of control), % at 10 µM;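 active = binding more than 3 SD below its plate's average and above zero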;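 also: hits lower antibody fragment binding to DSG3; some compounds called inactive have numbers as strong as hits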
The depositor's hits bear a star; / = not tested or not shown.

cpd	Compound	C-LANA FP	Wnt act	Keap1-Nrf2 PPI	Arr AP2 block	MOR-DOR inv ag
1	CCC(C)(C)C1CCC2(CC1)NC(=O)N(CC(=O)NCCCc1ccccc1)C2=O (stereo not drawn)	0.6	-7	-7	8	-27
2	CNc1oc(-c2ccc(Cl)cc2)nc1P(=O)(c1ccccc1)c1ccccc1	1.6	11	3	-7	-21
3	O=C(CCc1ccncc1)NC1CCCc2c1cnn2-c1ccc(F)cc1F (stereo not drawn)	-1.8	-4	1	52	1
4	Cc1ccc(-c2nnc(N3CCN(C(=O)Cn4c(=O)n(C)c5ccccc54)CC3)c3ccccc23)cc1	-0.9	-2	-2	23	/
5	O=C(COc1cccc2ccccc12)NNC(=O)Nc1ccccc1	-0.3	/	-3	1	13
6	CCCOc1ccc(-c2c(C(=O)N/N=C/c3ccc(C)o3)nnn2-c2nonc2N)cc1	0.5	-3	2	4	-101
7	O=C1C(Cl)=C(N2CCCCC2)C(=O)N1Cc1ccccc1	2.3	-3	1	46	-19
8	CN(C)C(=O)CCc1ccc2c3c([nH]c2c1)[C@]1(C)[C@@H](C(=O)N2CCOCC2)C[C@H](CC(=O)NCCN2CCOCC2)C(=O)N1CC3	-0.4	-1	-4	6	20

cpd	V-ATPase pHluor	Cardiac RTF inh	RTF Ca sens act	MOR-DOR ag	Pemphigus Ab inh
1	-2	6	0	7.0	106
2	2	3	-6	3.4	/
3	6	-2	-2	-0.1	96
4	2	-2	2	/	101
5	3	-6	-2	-2.3	96
6	0	-1	-1	19*	95
7	0	-9	4	3.7	101
8	4	-6	0	-4.0	96

Continued.
cpd	Compound	C-LANA FP	Wnt act	Keap1-Nrf2 PPI	Arr AP2 block	MOR-DOR inv ag
9	CC(C)NC(=O)CSc1nc(Cc2ccccc2)nc2ccccc12	19	0	-2	16	10
10	COc1ccc(C2C(C(=O)N3CCN(C)CC3)c3cc(OC)c(OC)cc3C(=O)N2C)cc1 (stereo not drawn)	1.8	1	-6	-6	5
11	CCc1sc(N(C(=O)Cc2ccccc2)c2ccccc2)nc1-c1ccccc1	-0.6	/	2	-4	8
12	CCOC(=O)C1CCCN(Cc2ccc(OC)c(OCc3ccccc3)c2)C1 (stereo not drawn)	1.8	9	2	7	-2
13	O=C(N/N=C/c1ccc(Br)s1)c1ccc([N+](=O)[O-])cc1	1.8	-2	4	-2	-8
14	CC1CC(C)CN(C(=O)C2CCN(C(=O)Nc3ccccc3)CC2)C1 (stereo not drawn)	-1.1	-2	-2	2	10
15	COc1ccccc1C(=O)Nc1ccnn1C1CCN(CCC(C)c2ccc(C)o2)CC1 (stereo not drawn)	1.2	-2	-5	-21	13
16	CCc1ccc2[nH]c(=O)c(C(c3nnnn3CCOC)N3CCN(c4ccccc4)CC3)cc2c1 (stereo not drawn)	0.9	1	-2	9	9

cpd	V-ATPase pHluor	Cardiac RTF inh	RTF Ca sens act	MOR-DOR ag	Pemphigus Ab inh
9	4	-2	-4	-2.2	106
10	-1	2	11	-1.0	/
11	-1	-3	2	-1.5	103
12	-4	-11	-4	0.3	105
13	-2	-10	0	1.7	113
14	0	12	4	-1.8	111
15	-2	-4	-4	-2.5	100
16	2	-3	2	-2.2	95

Ordered by value in MOR-DOR ag (descending): three from the list above.
item	mol	C-LANA FP	Wnt act	Keap1-Nrf2 PPI	Arr AP2 block	MOR-DOR inv ag	V-ATPase pHluor	MOR-DOR ag	Pemphigus Ab inh
2	CNc1oc(-c2ccc(Cl)cc2)nc1P(=O)(c1ccccc1)c1ccccc1	1.6	11	3	-7	-21	2	3.4	/
5	O=C(COc1cccc2ccccc12)NNC(=O)Nc1ccccc1	-0.3	/	-3	1	13	3	-2.3	96
15	COc1ccccc1C(=O)Nc1ccnn1C1CCN(CCC(C)c2ccc(C)o2)CC1 (stereo not drawn)	1.2	-2	-5	-21	13	-2	-2.5	100

Following part
cpd	Compound	C-LANA FP	Wnt act	Keap1-Nrf2 PPI	Arr AP2 block	MOR-DOR inv ag
17	Cn1ncc2c(Sc3ccc(Cl)cc3)ncnc21	-1.2	7	3	1	13
18	S=C(Nc1nc2c(s1)CCCC2)NC1CC1	1.3	11	-5	-6	-3
19	Cc1cccc(OCCNC(=O)c2cc(-n3cnnc3)ccc2Cl)c1	0.0	-1	-5	-9	3
20	COc1ccc(N/C(N)=N/c2nc(CSc3ccc(Cl)cc3)cc(=O)[nH]2)cc1	1.9	/	-2	4	-1
21	COc1cc(OC)c(NC(=O)Cc2cccs2)cc1Cl	2.2	0	-6	2	6
22	O=C(CN1CCCCCCC1)Nc1cccc(Cl)c1Cl	0.1	-2	-2	1	-4
23	CCOP(=O)(c1c(F)c(F)c(F)c(F)c1F)C(O)c1ccccc1 (stereo not drawn)	3.0	-2	-7	5	-5
24	CCOc1ccccc1C1C(C(=O)Nc2ccccc2OC)=C(C)Nc2nc(CCCO)nn21 (stereo not drawn)	0.0	-3	-4	0	3

cpd	V-ATPase pHluor	Cardiac RTF inh	RTF Ca sens act	MOR-DOR ag	Pemphigus Ab inh
17	0	-6	1	-2.6	97
18	1	0	-7	0.6	/
19	-1	-2	1	-0.5	104
20	0	-5	1	0.1	103
21	8	-2	-6	-1.3	99
22	-2	-3	0	0.8	105
23	-3	-2	3	1.3	102
24	-4	-2	-1	-0.5	113

Carrying on:
cpd	Compound	C-LANA FP	Wnt act	Keap1-Nrf2 PPI	Arr AP2 block	MOR-DOR inv ag
25	Cc1ccc(S(=O)(=O)N2CCOCC2)cc1C(=O)Nc1nc2ccccc2[nH]1	-0.4	/	-2	-13	9
26	CCC1=NN(C(=O)COc2ccccc2)C(O)(c2ccc(Br)cc2)C1 (stereo not drawn)	0.7	-8	0	-6	-22
27	CC1CC1C(=O)OCc1cc(=O)n2cc(Br)ccc2n1 (stereo not drawn)	-1.3	41*	0	27	3
28	Cc1ccc(/C=N/NC(=O)CSCc2ccc(Cl)cc2)cc1	-0.7	-4	2	0	-9
29	O=C(Nc1nccs1)C1(c2ccc(Cl)cc2)CC1	-1.2	0	-5	8	9
30	O=C(NC(C(=O)c1ccccc1)n1ccc(=O)[nH]c1=O)c1ccccc1 (stereo not drawn)	0.9	/	0	-4	17
31	Cc1cccc(CSCc2ccc(C(=O)NC(C)C)o2)c1	0.9	0	3	-16	9
32	COc1ccc(Cl)cc1NC(=O)CSc1nnc(Cc2cccn2C)n1-c1ccc(F)cc1	1.0	1	-3	16	16

cpd	V-ATPase pHluor	Cardiac RTF inh	RTF Ca sens act	MOR-DOR ag	Pemphigus Ab inh
25	-1	-11	5	-1.7	/
26	-1	-13	-1	3.1	95
27	-4	-5	3	-0.6	113
28	-2	-7	-2	1.5	98
29	-2	5	1	-1.8	104
30	1	-5	4	-3.4	107
31	-2	-7	3	-2.0	101
32	0	-1	-5	-3.3	110

Quoted from the listing:
V-ATPase pHluor, CC1CC1C(=O)OCc1cc(=O)n2cc(Br)ccc2n1 (stereo not drawn) = -4
RTF Ca sens act, Cc1ccc(S(=O)(=O)N2CCOCC2)cc1C(=O)Nc1nc2ccccc2[nH]1 = 5
Cardiac RTF inh, COc1ccc(Cl)cc1NC(=O)CSc1nnc(Cc2cccn2C)n1-c1ccc(F)cc1 = -1
Keap1-Nrf2 PPI, O=C(NC(C(=O)c1ccccc1)n1ccc(=O)[nH]c1=O)c1ccccc1 (stereo not drawn) = 0
MOR-DOR ag, Cc1cccc(CSCc2ccc(C(=O)NC(C)C)o2)c1 = -2.0

Going on with the list:
cpd	Compound	C-LANA FP	Wnt act	Keap1-Nrf2 PPI	Arr AP2 block	MOR-DOR inv ag
33	O=C(NCC(=O)N(c1cccc(F)c1)C(C(=O)NC1CCCC1)c1ccco1)c1ccco1 (stereo not drawn)	0.1	-12	-3	-1	4
34	CCOC(=O)c1cnn(-c2ccccc2)c1-n1cccc1C(=O)C(=O)Nc1ccccc1	1.3	/	-3	-6	18
35	COc1ccc(OCC(O)Cn2c(Nc3cccc(C)c3)nc3c2c(=O)n(C)c(=O)n3C)cc1 (stereo not drawn)	0.4	-3	-1	2	-10
36	Clc1ccc(OCCN2CCOCC2)cc1Cl	-0.7	3	4	5	-1
37	O=C(OC1CCS(=O)(=O)c2sccc21)c1ccccc1 (stereo not drawn)	-0.3	0	-3	12	20
38	NC1=NC(=O)C(CC(=O)NCc2ccccc2)S1 (stereo not drawn)	-0.1	4	-1	0	-35
39	COc1ccc(CN2C(=O)C(CC(C)C)Nc3ncnc(N4CCCCC4)c32)cc1 (stereo not drawn)	1.8	-1	1	-5	12
40	O=C1SC(SCc2ccccc2Cl)=N/C1=C\c1ccc(C(=O)O)cc1	0.9	11	0	12	9

cpd	V-ATPase pHluor	Cardiac RTF inh	RTF Ca sens act	MOR-DOR ag	Pemphigus Ab inh
33	1	-4	2	-0.8	96
34	1	-10	4	-4.4	107
35	0	-9	4	2.0	109
36	2	1	-3	0.2	119
37	6	-4	-1	-4.7	95
38	4	9	-2	4.8	99
39	-3	1	6	-2.1	104
40	-1	-3	0	-1.7	101

Continued:
cpd	Compound	C-LANA FP	Wnt act	Keap1-Nrf2 PPI	Arr AP2 block	MOR-DOR inv ag
41	CC(C)(C)c1ccc(/C=N/Nc2nncn2N)cc1	-3.6	6	0	-10	-17
42	CC(CCc1ccc(O)cc1)N(C)CCc1ccccc1 (stereo not drawn)	0.5	/	0	4	-6
43	CC(=Nc1ccccc1)C1=C(O)C(Cc2ccccc2)NC1=O (stereo not drawn)	1.1	-18	2	-2	4
44	Cc1nc2ccccc2c(C)c1CC(=O)OC(C)C(=O)NC1(C#N)CCCCC1 (stereo not drawn)	-1.1	-3	-1	-5	9
45	Cc1cc(SC#N)cc(C)c1NC(=O)CCl	-1.0	6	-4	12	15
46	COC(=O)NNC(=O)c1ccc(C(C)(C)C)cc1	-1.9	/	-3	22	5
47	Cc1oc(/C=N/NC(=O)CC2(C)OCCO2)cc1Br	2.7	0	-2	12	24
48	O=C(c1ccc(Cl)c([N+](=O)[O-])c1)N(Cc1cccc(Cl)c1)C1CCS(=O)(=O)C1 (stereo not drawn)	-0.2	-2	-1	-10	10

cpd	V-ATPase pHluor	Cardiac RTF inh	RTF Ca sens act	MOR-DOR ag	Pemphigus Ab inh
41	-2	-11	0	3.5	100
42	-4	-8	1	1.1	106
43	4	4	-3	-0.9	/
44	-4	-5	8	-1.8	110
45	1	-15	-1	-3.0	101
46	0	-1	3	-0.9	105
47	-3	0	-5	-5.2	104
48	-1	-14	-3	-1.7	102
